AID inh = Primary qHTS assay for inhibitors of Activation Induced Cytidine Deaminase (AID): AID signal; Single-stranded DNA cytosine deaminase (Homo sapiens), Q9GZX7; AID deamination FRET fluorescence, UDG-coupled, 4 h; Potency, µM (highest dose often 115 µM), for inactives: top-dose activity change, negative = inhibition, most hits filed as inhibitors; actives 0.32% (n = 91,000); AID 1347428, 2020; further: nearly all actives have a fitted effect of over 25% in size
Target sequence (Q9GZX7 whole entry, looked up): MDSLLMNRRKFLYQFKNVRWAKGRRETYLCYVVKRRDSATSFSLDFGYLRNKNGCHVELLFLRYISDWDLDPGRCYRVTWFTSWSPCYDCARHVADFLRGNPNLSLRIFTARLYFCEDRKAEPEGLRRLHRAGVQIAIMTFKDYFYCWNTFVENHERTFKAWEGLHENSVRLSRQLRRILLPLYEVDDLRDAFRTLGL
UDG counter = Primary qHTS assay for inhibitors of Activation Induced Cytidine Deaminase (AID): UDG Counterscreen signal; FRET deamination/UDG coupled assay, UDG read, 4 h; Potency, µM (top dose mostly 115 µM), without a hit: at the top dose activity change, negative = inhibition, most hits filed as inhibitors; actives 0.14% (n = 91,000); further: nearly all actives have a fitted effect of over 65% in size
* = called active by the depositor; ? = inconclusive; [ ] = dose if it differs, or a comment. The call rests on the fitted dose curve; in most records, active means well fitted curve in the direction sought with a large enough effect; inconclusive means small, poorly fitted or top-dose-only effect, or another doubt; inactive means no such curve, though single readings can be large; an effect the other way counts as inactive or inconclusive. On the % scale 0 is the no-effect control and ±100 the full control effect; potency means the concentration at half of the fitted maximal effect. Not all compounds are listed; rates above refer to the full screens.

SMILES | AID inh | UDG counter
O=C(Nc1ccc(Cl)c(Cl)c1)c1n[nH]c(=O)c2ccccc12 | -3% | 10%
Oc1ccc(Cc2ccccc2)cc1 | 1% | -1%
O=C(OCC(=O)N1CCCCC1)c1ccc(F)cc1 | 3% | -12%
Cc1ccc(NC(=O)/C=N/OCC(=O)Nc2c(C(C)C)cccc2C(C)C)cc1 | -6% | -2%
COc1ccc(-c2ccc(=O)n(CC(=O)NCc3cccnc3)n2)c(F)c1 | -3% | -19%
C1=C(c2cccs2)CC(c2cccs2)=NN=C1c1cccs1 | -6% | -6%
Cc1ccc(Cn2cc(S(=O)(=O)c3ccc(Cl)cc3)c(=O)c3cc4c(cc32)OCO4)cc1 | -2% | -15%
CCNc1c(NC(=O)c2ccc3c(c2)OCO3)c(=O)oc2ccccc12 | -4% | 0%
O=C(CCCc1nc2ccccc2s1)Nc1cccc(C(F)(F)F)c1 | -18% | -8%
COc1ccc(CN2CCCN(CC(=O)Nc3cc(C)ccc3C)S2(=O)=O)cc1 | -20% | -5%
CCOc1ccc(OCC)c(NC(=O)C2CCN(S(=O)(=O)c3ccc4c(c3)CC(C)N4C(C)=O)CC2)c1 (stereo not drawn) | -11% | -6%
Cc1ccc(NC(=O)CSc2nc3ccc(NC(=O)CCc4ccccc4)cc3s2)c(C)c1 | -6% | -3%
COc1cccc(CNC(=O)C2CCN(S(=O)(=O)c3cn(C)cn3)CC2)c1 | 20% | -6%
Cc1cc(C)c(NC(=S)NCC(C)N2CCCCC2C)c(Cl)c1 (stereo not drawn) | -7% | -7%
Cc1ccccc1Cn1c(CN2CCCC(C)C2)nc2c1c(=O)n(C)c(=O)n2C (stereo not drawn) | -10% | -1%
COc1ccc(C2c3c(oc4ccccc4c3=O)C(=O)N2Cc2ccc3c(c2)OCO3)cc1 (stereo not drawn) | -1% | -6%
COC(=O)NCC(c1cccnc1)N1CCN(c2ccc(F)cc2)CC1 (stereo not drawn) | -19% | -4%
Clc1ccc(C(c2ccc(Cl)cc2)n2cc[n+](CC(OCc3ccc(Cl)cc3Cl)c3ccc(Cl)cc3Cl)c2)cc1 (stereo not drawn) | ? | -11%
COc1ccc(N2CC(NC(=O)C(=O)c3c(C)[nH]c4ccccc34)CC2=O)cc1 (stereo not drawn) | 6% | 7%
O=C(COc1ccc(Cl)cc1Cl)Nc1ccc2oc(=O)ccc2c1 | 1% | 4%
Cc1nc2ccc(Cl)c([N+](=O)[O-])c2nc1C | -4% | 4%
CCC(C)OC(=O)c1ccc(-c2ccc(-c3ccc(C(=O)OC(C)CC)cc3)cc2)cc1 (stereo not drawn) | -6% | 5%
COc1ccc(-c2nc3sc(CCNC(=O)Cc4ccccc4)c(C)n3n2)cc1 | -7% | -6%
Cc1cc(C)n(C(C)CC(=O)Nc2cccc(C#N)c2)n1 (stereo not drawn) | 1% | -2%
CN(Cc1ccc(C(=O)NC2CC2)cc1)c1nc2ccccc2o1 | -5% | 7%
Cc1ccc(Nc2cc(Cl)c3nonc3c2[N+](=O)[O-])cc1 | 3% | -4%
CC(=O)c1cc(-c2ccc(F)cc2)n(CC(=O)NC2CCCCCC2)c1C | 5% | ?
O=C(OCC1C(COC(=O)c2ccncc2)C1(Cl)Cl)c1ccncc1 (stereo not drawn) | -5% | -11%
CC(O)CNS(=O)(=O)c1ccc(Oc2ccc(S(=O)(=O)NCC(C)O)cc2)cc1 (stereo not drawn) | -7% | -2%
CCCn1nc(C(=O)N(C)Cc2ccc(OCC)cc2)c2ccccc2c1=O | 5% | 2%
COc1ccc(-c2c(NC(=O)C(C)C)oc3c(C)cccc3c2=O)cc1 | 4% | 7%
O=C(O)CCc1ccc(OC(F)F)cc1 | 1% | 10%
CCOc1ccc(Nc2nc3c(S(=O)(=O)c4cccc(Cl)c4)nnn3c3ccsc23)cc1 | 3% | 3%
Cc1c(C(=O)OCc2ccccc2)[nH]c2c1C(=O)CC(c1ccc(C(C)(C)C)cc1)C2 (stereo not drawn) | -1% | 6%
CCOC(=O)c1ccc(N2CCN(C(C)=O)CC2)c(NC(=O)c2ccc(CC)cc2)c1 | 3% | -1%
C=C(C)CC(NC(C)=O)(C(=O)OCC)C(=O)OCC | 11% | 2%
Cn1c(=O)c2c(ncn2CC(O)COCc2ccccc2)n(C)c1=O (stereo not drawn) | 2% | -1%
CC1(C)CCC2=C(O1)c1ccccc1C(=O)C2=O | 7.9µM* | -12%
Cc1cc2nc(/C(C#N)=C/c3cccs3)[nH]c2cc1C | 11% | -3%
CSc1cccc(NC(=O)C2C(C=C(C)C)C2(C)C)c1 (stereo not drawn) | -14% | -3%
COc1cc(C2CC(=O)Oc3c2c(=O)n(C)c2ccccc32)ccc1O (stereo not drawn) | 8% | 1%
CC(C)CNC(=O)C(=O)O | -1% | 2%
CCOc1ccc(C(=O)COC(=O)CCC(=O)c2ccc(Cl)cc2)cc1 | 20% | -4%
CCOC(=O)c1c(NC(=O)c2nc(SCC)ncc2Cl)sc(C(C)=O)c1C | 7% | 16%
O=C(O)CCc1ccc(S(=O)(=O)NCCN2CCCC2)cc1 | -5% | 6%
Brc1ccc2[nH]cc(/C=N/n3cnnc3)c2c1 | -6% | 2%
COc1cccc(NC(=O)Cn2c(=O)n(Cc3ccccc3)c(=O)c3c2c2cc(C)ccc2n3C)c1 | 14% | 6%
Cc1ccc(NC(=O)Cn2c(C)cc(C)c(C#N)c2=O)cc1 | -5% | 19%
COC(=O)c1oc(CN2CC(C)OC(C)C2)cc1C (stereo not drawn) | 0% | 5%
Cc1ccc(Cl)cc1Nc1nn2c(=O)c3ccc(C(=O)NCc4cccs4)cc3nc2s1 | ? | -13%
Cc1nc2cc(NS(=O)(=O)c3cc(Cl)ccc3Cl)ccc2o1 | 12% | 6%
O=C(Nc1c(NCc2ccccc2)c2ccccc2oc1=O)c1ccccc1 | -7% | 0%
COc1cc(OC)cc(C(=O)Nc2ccc3nc(N4CCCC4)sc3c2)c1 | 0% | -3%
N#Cc1ccc(COc2ccccc2-c2ccccc2)cc1 | -16% | -10%
CCCNC(=O)N1[C@H](c2ccc(C)s2)[C@@H](C)C(=O)[C@@H](C)[C@@H]1c1ccc(C)s1 | -13% | 2%
CN(C)c1ccc(CNC(=O)c2ccc3nc(Cc4ccccc4)oc3c2)cc1 | 35%[activator] | 3%
Cc1cccn2cc(CSc3nnc4c(Cl)cc(C(F)(F)F)cn34)nc12 | 5% | -4%
O=C1CC(C(=O)NOCc2ccccc2)c2ccccc2N1 (stereo not drawn) | 3% | -1%
CCC1=Nc2ccccc2N=C(NC(=O)c2ccc(OC)cc2)C1c1ccc(OC)c(OC)c1 (stereo not drawn) | -10% | 7%
CN(Cc1ccc(Cl)cc1)C(=O)Cn1nnn(-c2cccs2)c1=O | -2% | -4%

Random excerpt: 5 records from the list, in no set order.
SMILES | AID inh | UDG counter
Cc1nc2cc(NS(=O)(=O)c3cc(Cl)ccc3Cl)ccc2o1 | 12% | 6%
CCOc1ccc(C(=O)COC(=O)CCC(=O)c2ccc(Cl)cc2)cc1 | 20% | -4%
O=C(Nc1c(NCc2ccccc2)c2ccccc2oc1=O)c1ccccc1 | -7% | 0%
CCOC(=O)c1c(NC(=O)c2nc(SCC)ncc2Cl)sc(C(C)=O)c1C | 7% | 16%
CCCNC(=O)N1[C@H](c2ccc(C)s2)[C@@H](C)C(=O)[C@@H](C)[C@@H]1c1ccc(C)s1 | -13% | 2%

(further entries)
SMILES | AID inh | UDG counter
Cc1ccc(NC(=O)C2=C(c3ccccc3)NC(=S)NC2c2ccccc2)cc1 (stereo not drawn) | 0% | -4%
O=C(CSc1cccc2cccc(Cl)c12)NCc1cccs1 | -6% | -10%
COc1ccc2oc(-c3cccc(NC(=O)c4sc5c([N+](=O)[O-])cccc5c4Cl)c3)nc2c1 | 31%[activator] | -2%
CCN(CC)CCNC(=O)c1ccc2c(=O)n3nc(Nc4ccccc4OC)sc3nc2c1 | 71µM* | 2%
O=C(Cn1ncc2c3ccccc3n(Cc3cccc(Cl)c3)c2c1=O)NCCCc1ccccc1 | 7% | -10%
Cc1cc(C)cc(COC(=O)c2cnc(C)cn2)c1 | 5% | 4%
COC(=O)c1ccc(C(=O)OC(C)C(=O)C23CC4CC(CC(C4)C2)C3)cc1 (stereo not drawn) | -5% | -1%
CCC[N+]1(CC#CCC(c2ccccc2)c2ccccc2)CCCCC1 | -19% | -2%
Cc1c(C)c2c(cc(C)c3c(-c4ccc(Br)cc4)coc32)oc1=O | 4% | 9%
CC(=O)N1CCC(N(Cc2ccc(C)o2)C(=O)Nc2ccccc2F)CC1 | -3% | -8%
Cc1cc(=O)oc2cc(OCc3nc(C(C)(C)C)no3)ccc12 | -8% | -10%
COc1ccc(-c2cc(=O)c3cc(OC(C)=O)ccc3o2)cc1 | -5% | 0%
CSc1ccc(/C=N/Nc2ccc(F)cc2F)cc1 | -19% | -23%
Cc1ccc2c(c1)C(C)(C)C1(/C=C/c3ccccc3F)NC(=O)CCN21 (stereo not drawn) | -2% | -3%
CCOC(=O)c1sc(Nc2ccc(C(C)=O)cc2)nc1C(F)(F)F | -3% | 0%
Cc1ccc(CNC(=O)C(=O)Nc2c3c(nn2-c2ccc(F)cc2)CSC3)cc1 | -19% | 1%
O=C(COC(=O)c1cc(-c2cccs2)nc2ccccc12)c1ccc(Cl)cc1 | 107%[activator] | ?
CN(C)C(=O)c1c(F)cccc1F | 0% | 6%
CCOc1cc(S(=O)(=O)NCCO)ccc1Br | 2% | 2%
CCC(CC)C(=O)Nc1cc(-c2cn3cccnc3n2)ccc1OC | 18% | 9%[57.5 µM]
O=C(c1c[nH]c2ccc(S(=O)(=O)Nc3ccccc3F)cc2c1=O)N1CCCCCC1 | 36%[activator] | -1%[57.5 µM]
CC(=O)Nc1ccc(S(=O)(=O)[C@H]2CS(=O)(=O)C[C@@H]2N2CCC3(CC2)OCCO3)cc1 | -2% | -3%
Cc1ccc(N(C)C(=O)c2cc(-c3ccco3)nc3ccccc23)cc1 | -3% | -6%
CCCN(Cc1cc(=O)[nH]c2c(C)cc(C)cc12)C(=O)Nc1cc(Cl)c(OC)cc1OC | -17% | -15%
O=C(Cn1ccc2cc(Cl)ccc21)Nc1ccc2c(c1)OCCO2 | -4% | -11%
O=C(N/N=C/c1ccc(Br)s1)c1cccc(Cl)c1 | -8% | 0%
Cc1cc(C)c(NC(=O)CSc2nc3ccccc3c3nc(CCn4cncc4C)nn23)c(C)c1 | -13% | -30%
Cc1cccc(N/N=C/c2ccc(F)c(F)c2)c1 | -5% | -4%
CCOC(=O)C1CCN(c2nc3c(S(=O)(=O)c4ccccc4)nnn3c3ccc(Cl)cc23)CC1 | ? | -19%
Cc1nc(CC(=O)Nc2cccc(C)c2C)cs1 | 10% | -1%[57.5 µM]
Cc1ccc(-n2ncc3c(NCC4CCCO4)ncnc32)cc1C (stereo not drawn) | -18% | -17%
CC(C)COc1ccccc1C1CC(=O)Nc2cc3c(cc21)OCO3 (stereo not drawn) | -5% | 6%
CN(C)C(=O)Oc1ccc[n+](C)c1 | 8% | 5%
Cc1ccc(S(=O)(=O)c2nnn3c2nc(NC2CCCCCC2)c2sccc23)cc1C | ? | 29%
CCc1ccccc1NC(=O)CSc1nnc(-c2nonc2NC(C)=O)n1C | -10% | -5%
CC(NC(=O)c1ccccc1SCc1cccs1)c1cccs1 (stereo not drawn) | -2% | 2%
CC1CCN(S(=O)(=O)c2ccc(-c3nc(C#N)c(NCc4cccnc4)o3)cc2)CC1 | 1% | 0%
CC(C)(C)OC(=O)N1CCC(c2c(C(=O)N3CCN(c4ccccn4)CC3)cnn2-c2ccccc2)CC1 | 2% | ?
Cn1c(=O)c2c(ncn2CC(=O)Nc2nc(-c3ccc(C4CCCCC4)cc3)cs2)n(C)c1=O | 8% | 6%
Cn1ccnc1C(NC(=O)Cc1ccsc1)c1ccccc1F (stereo not drawn) | 1% | -4%

Among those listed so far, these contain bromine:
SMILES | AID inh | UDG counter
Brc1ccc2[nH]cc(/C=N/n3cnnc3)c2c1 | -6% | 2%
Cc1c(C)c2c(cc(C)c3c(-c4ccc(Br)cc4)coc32)oc1=O | 4% | 9%
CCOc1cc(S(=O)(=O)NCCO)ccc1Br | 2% | 2%
O=C(N/N=C/c1ccc(Br)s1)c1cccc(Cl)c1 | -8% | 0%

Back to the main list with the five entries that preceded the break.
SMILES | AID inh | UDG counter
CC(NC(=O)c1ccccc1SCc1cccs1)c1cccs1 (stereo not drawn) | -2% | 2%
CC1CCN(S(=O)(=O)c2ccc(-c3nc(C#N)c(NCc4cccnc4)o3)cc2)CC1 | 1% | 0%
CC(C)(C)OC(=O)N1CCC(c2c(C(=O)N3CCN(c4ccccn4)CC3)cnn2-c2ccccc2)CC1 | 2% | ?
Cn1c(=O)c2c(ncn2CC(=O)Nc2nc(-c3ccc(C4CCCCC4)cc3)cs2)n(C)c1=O | 8% | 6%
Cn1ccnc1C(NC(=O)Cc1ccsc1)c1ccccc1F (stereo not drawn) | 1% | -4%
CC(C)c1ccc(/C=C2\Oc3cc(OS(C)(=O)=O)ccc3C2=O)cc1 | -10% | -3%
COC(=O)[C@H](CC(C)C)NC(=O)Cn1nc(N2CCN(c3ccccc3)CC2)ccc1=O | -2% | -11%
O=C(CCc1c[nH]c2ccccc12)OCC(=O)c1ccc(Cl)c([N+](=O)[O-])c1 | -2% | 0%
CN(Cc1nc(-c2ccc(Cl)cc2)no1)S(=O)(=O)c1ccccc1 | -2% | 10%
Cc1cc(C)c2c(=O)cc(C(=O)Nc3ccc(S(=O)(=O)Nc4onc(C)c4C)cc3)oc2c1 | ? | -3%

Screening data: PubChem, National Center for Advancing Translational Sciences (NCATS)
